From PubChem BioAssay
GalR3 antag – GalR3 antagonists in HEK293 cells, primary screen, cell-based, fluorescence readout | Galanin receptor type 3 (Homo sapiens), O60755 | AID 651719, 2012 | HEK293 GalR3-CNG cAMP membrane potential fluorescence; galR3 body fused to GalR1 C-terminus | inhibition, % at 3 µM | actives 0.44% (n = 360,000);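 active = inhibition above the screen-wide average plus 3 SD, cut at about 13% in these data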;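 note: forskolin and galanin both at EC90 stimulate the cells; cAMP rise reported by CNG channel membrane potential dye signal; 0% = forskolin plus galanin with DMSO and 100% = forskolin alone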
Target sequence (O60755 1-299 limits assumed): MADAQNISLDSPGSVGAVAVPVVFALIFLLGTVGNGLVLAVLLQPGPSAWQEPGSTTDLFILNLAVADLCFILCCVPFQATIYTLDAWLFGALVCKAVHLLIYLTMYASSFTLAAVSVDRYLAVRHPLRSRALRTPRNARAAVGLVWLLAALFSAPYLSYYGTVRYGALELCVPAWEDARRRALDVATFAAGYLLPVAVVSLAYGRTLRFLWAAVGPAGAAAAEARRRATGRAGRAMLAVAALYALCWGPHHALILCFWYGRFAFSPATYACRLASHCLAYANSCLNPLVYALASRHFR
* marks the source's active call; other numbers are inactive results. An excerpt. The share of hits here may be higher or lower than overall.

SMILES | GalR3 antag
CCCCn1nc(C(=O)N(C)Cc2nc3ccccc3c(=O)[nH]2)c2ccccc2c1=O | -7
N#Cc1ccccc1S(=O)(=O)N1CCN(C(=O)c2cccc(S(=O)(=O)N3CCCC3)c2)CC1 | -5
COc1cc(CN(C)C(=O)C2CCN(S(=O)(=O)c3cccs3)CC2)ccc1OC(F)F | -3
COc1cc(C=CC(=O)OCC=Cc2ccc3c(c2)OCO3)cc(OC)c1OC | 1
CCN(CC)C(=O)[C@H]1C[C@H](CC(=O)NCc2ccc(OC)c(OC)c2)C(=O)N2CCc3c([nH]c4cc(CCC(=O)N(C)C)ccc34)[C@]12C | -5
Cc1nc2[nH]c(=S)[nH]c(=O)c2nc1C | 2
CCCCC1(CC)SCC(=O)NC1=O (stereo unspecified) | -3
O=c1c2cc(F)ccc2sn1-c1ccccc1Cl | -5
COCCN1C[C@@H](CO)O[C@@H](n2cnc3c(NCC(C)C)ncnc32)C1 | 2
COc1ccc(CN2C(=O)COc3ccccc3C2c2nc3ccccc3[nH]2)cc1 (stereo unspecified) | -4
COc1cccc(C(C)(O)c2nc(-c3ccc4c(c3)OCO4)cs2)c1 (stereo unspecified) | -6
O=C(Nc1cccc2ccccc12)c1csc([C@@H]2O[C@H](CO)[C@H](O)[C@H](O)[C@H]2O)n1 | 3
CC(C)(C)S(=O)N1Cc2cn(Cc3ccccc3)c(=O)cc2[C@@H]1CCO (stereo partly specified) | -6
CCCCNC(=O)C1(C)CCCCN1C(=O)c1cc(-c2ccccc2)cs1 (stereo unspecified) | -5
Cc1cccc(C)c1NC(=O)C1(C)CSCC(=O)N1CCCN1CCOCC1 (stereo unspecified) | -6
CC(=O)Nc1ccc(-c2ccnc3c2CC(C)(C(=O)NCc2ccc(N4CCN(C)CC4)cc2)O3)cc1 (stereo unspecified) | -8
CC1(C(=O)NCC2CCOCC2)Cc2c(-c3cccc(C(F)(F)F)c3)ccnc2O1 (stereo unspecified) | 0
CC1(Oc2cccc(C#N)c2)CCN(Cc2ccccc2OC(F)F)C1 (stereo unspecified) | -7
CC(C)(C)c1ccc(S(=O)(=O)N2CCN(C(=O)C(=O)c3cccc(C(F)(F)F)c3)CC2)cc1 | -5
C[C@@H]1CN([C@@H](C)CO)C(=O)CCCn2nncc2CO[C@H]1CN(C)C(=O)c1ccncc1 | -3
C[C@@H]1CN([C@@H](C)CO)C(=O)CCCn2nncc2CO[C@@H]1CN(C)S(=O)(=O)c1ccc2ccccc2c1 | -6
CC1=C(C(=O)N2CCOCC2)CC(CC(=O)NCc2cccc3ccccc23)C(=O)N1Cc1ccccc1 (stereo unspecified) | -6
NC(c1csc(Nc2ccc(C(=O)c3ccccc3)cc2)n1)c1ccccc1Cl (stereo unspecified) | -8
CC(C)c1cc(NCCN2CCOCC2)n2c(nc3ccccc32)c1C#N | -1
COC(=O)CC1N(S(=O)(=O)c2ccc(C)cc2)c2ccccc2C1(C(=O)OC)C(=O)OC (stereo unspecified) | -6
CNC(=S)N1CCC(C(=O)c2ccc(Cl)cc2)CC1 | -3
CC1(Oc2cccc(F)c2)CCN(Cc2csc3ccccc23)C1 (stereo unspecified) | -9
CCOc1ccc(-c2nnc3ccc(SCC(=O)N4CCN(c5ccccc5)CC4)nn23)cc1 | -5
COC(=O)C1=C(C)N(Cc2ccc(C(F)(F)F)cc2)C(=NCc2ccc(OC)cc2)NC1c1cccc(Cl)c1 (stereo unspecified) | 0
COCCN=C1Sc2ccccc2[C@@H]2C[C@H]3[C@H](CON3C)CN12 | -7
CCCC(=O)N1CCCC1(C)C(=O)N(C)Cc1cccc2ccccc12 (stereo unspecified) | -5
COC(=O)c1cn(-c2nc3ccccc3s2)nn1 | -6
O=C(Nc1ccc2ccccc2c1)C(c1ccccc1)n1c(=O)c(-c2cc3ccccc3[nH]2)nc2ccccc21 (stereo unspecified) | -6
Cc1nc(NC(=O)c2ccccc2)sc1-c1cc(C(=O)NCCO)nn1Cc1ccccc1 | -4
C[C@@H]1COc2cccc(N3CCC[C@H]3CO)c2S(=O)(=O)N1 | -2
Cc1ccc(NC(=O)C(C)OC(=O)C2CC3CCCC(C2)C3=O)cc1S(=O)(=O)N1CCOCC1 (stereo unspecified) | -5
Cc1ccsc1C(=O)N1CCCC(C)(C(=O)NS(=O)(=O)C2CC2)C1 (stereo unspecified) | 5
COc1ccc(OC)c(C(O)c2ncc(-c3cccc(C(F)(F)F)c3)[nH]2)c1 (stereo unspecified) | -7
Cc1ccc(OCC(=O)Nc2c(C)nn(-c3ccccc3)c2C)c(Br)c1 | 0
COc1cc2c(cc1OC)[C@@]1(c3ccccc3)CCCC[C@H]1[C@@H]2NC(=O)C(F)(F)F | 0
C[C@H](O)[C@@H]1C(=O)N2CCc3ccc(N4CCN(C)CC4)cc3[C@@H]2C[C@@H]1N(C)C(=O)c1ccco1 | -7
O=S(=O)(O)c1cc(O)c2ccc(Nc3ccccc3)cc2c1 | -7
COc1ccccc1Cc1c(-c2cccc(Cl)c2)nc2ccc(Br)cn12 | -8
COC(=O)C[C@H]1CC[C@@H](NC(=O)Nc2ccc3c(c2)OCO3)[C@@H](CO)O1 | -7
C[C@H](CO)N1C[C@H](C)[C@H](CN(C)C(=O)NC2CCCCC2)Oc2cc(-c3cccnc3)ccc2S1(=O)=O | -1
Nc1ccn([C@@H]2O[C@H](C(=O)Nc3ccc(Oc4ccccc4)nc3)[C@@H](O)[C@H]2O)c(=O)n1 | -2
O=C(C=Cc1ccc(OCc2ccccc2)cc1)c1c(F)cccc1F | -5
CCCS(=O)(=O)NC(=O)C1(C)CCN(C(=O)c2ccccc2F)C1 (stereo unspecified) | -1
COc1ccc(OC(F)(F)F)cc1CC1(C)C(=O)Nc2ccc(S(=O)(=O)NC3CCCCC3)cc21 (stereo unspecified) | -5
COc1ccc(OC(=O)N(C)C[C@H]2OCc3cn(nn3)CCCC(=O)N([C@H](C)CO)C[C@@H]2C)cc1 | -7
O=C(O)c1cccc(N2C(=O)C=CC2=O)c1 | -3
Cc1ccc(NC(=O)CSc2nnnn2C2CC2)cc1S(=O)(=O)N1CCOCC1 | -4
CC(=O)c1ccc(-c2cnc3c(NC=O)cc(-c4cnn(C)c4)cn23)cc1 | 2
O=C(N[C@H](Cc1ccccc1)C(=O)NCCCN1CCCC1=O)[C@H]1O[C@@H](n2ccc(=O)[nH]c2=O)[C@H](O)[C@@H]1O | -8
CSC1(SC2=NCCN2)SC2(NCCN2)S1 | -4
COC(=O)c1ccc(CNC(=O)/C=C/[C@H]2O[C@@H](n3cc(C)c(=O)[nH]c3=O)C[C@@H]2O)cc1 | -4
O=C(O)CSc1c(Cl)c(=O)oc2ccc(Cl)cc12 | -4
CC(C)CNC(=O)c1ccc(-c2ccc(F)c(F)c2)c2ccoc12 | -3
CCCCN(C=O)c1c(CC)nc2c(OCc3ccc(C(F)(F)F)cc3)cccn12 | -8
C=CS(=O)(=O)N(C(=C)C(=O)OC)S(C)(=O)=O | -4
New compounds follow.
SMILES | GalR3 antag
CC(C)CNC(=O)C1(C)CCCN1C(=O)c1c(Cl)cccc1Cl (stereo unspecified) | -8
N#CC(=Nc1ccccc1)c1ccccc1 | -4
COc1ccc(CN2C(=O)C(CC(=O)NC3CCCCC3)CC(C(=O)N3CCOCC3)=C2C)cc1 (stereo unspecified) | -4
CC(NCCCSc1ccccc1)C(O)c1ccc(O)cc1 (stereo unspecified) | 4
COCCc1ccc(OC2(C)CCN(Cc3cccn3-c3nccs3)C2)cc1 (stereo unspecified) | 2
CCCOc1ccc(F)cc1-c1cc(C(=O)NCc2cccc(C(F)(F)F)c2)[nH]n1 | -7
Cc1nc(Br)c(Br)n1Cc1ccccc1 | -5
COCC(Cc1ccccc1)NC(=O)Cn1cc(C)c(=O)[nH]c1=O (stereo unspecified) | -2
CCOC(=O)[C@]12CCCC=C1N(Cc1ccccc1)C(=O)[C@H](CC(=O)NCc1cccc(C(F)(F)F)c1)C2 | -7
O=C(Nc1ccc2c(c1)Cc1cc([N+](=O)[O-])ccc1-2)C(F)(F)F | -6
COc1ccc(C2C(C)C(=O)C(C)C(c3ccc(OC)cc3)N2N=O)cc1 (stereo unspecified) | -6
O=C1c2ccccc2C2N1CCCN2C(=O)c1sc2ccccc2c1Cl (stereo unspecified) | -7
COCCN1Cc2cc(C(=O)OC)c3c(c2C1=O)c1cc(F)ccc1n3S(=O)(=O)c1ccc(C)cc1 | -7
COc1ccc(C2=Nc3ccccc3N(C(=O)c3ccc(C(F)(F)F)cc3)C2C(=O)Nc2ccc3c(c2)OCCO3)cc1 (stereo unspecified) | -5
C[C@H]1COC[C@@H](C/C=C/c2ccccc2)N1c1ccccc1 | -3
CC1(Cc2cccc(C(F)(F)F)c2)C(=O)Nc2c(Cl)cccc21 (stereo unspecified) | -9
CC(C)(C)c1ccc(CC(=O)N2CCC2(C)C(=O)NS(=O)(=O)c2ccccc2)cc1 (stereo unspecified) | 0
CCN1CCC(O)(C(C(=O)OC)c2ccccc2)CC1 (stereo unspecified) | -5
COc1ccc2c(c1)CCCO[C@]21O[C@H](CCO)C[C@H](O)[C@H]1O | -2
O=C(NC1CCCC1)C1c2ccccc2OCC(=O)N1CCc1ccccc1 (stereo unspecified) | -6
CCOC(=O)C(=O)N(C)c1c(CC)nc2c(OCc3ccccc3C)cccn12 | -9
FC(F)(F)c1ccccc1-c1ccc2nncn2c1 | -6
O=C1CCC(NC(=O)Cc2ccccc2)C(=O)N1 (stereo unspecified) | 1
COc1ccccc1Cc1c(-c2ccco2)nc2ccc(Cl)cn12 | 28*

Three neighbouring entries already listed, quoted:
SMILES | GalR3 antag
COCCN1Cc2cc(C(=O)OC)c3c(c2C1=O)c1cc(F)ccc1n3S(=O)(=O)c1ccc(C)cc1 | -7
COc1ccc(C2=Nc3ccccc3N(C(=O)c3ccc(C(F)(F)F)cc3)C2C(=O)Nc2ccc3c(c2)OCCO3)cc1 (stereo unspecified) | -5
C[C@H]1COC[C@@H](C/C=C/c2ccccc2)N1c1ccccc1 | -3

4 of these compounds in a different format:
C[C@H](CO)N1C[C@H](C)[C@H](CN(C)C(=O)NC2CCCCC2)Oc2cc(-c3cccnc3)ccc2S1(=O)=O
- GalR3 antag: -1
CSC1(SC2=NCCN2)SC2(NCCN2)S1
- GalR3 antag: -4
CC1(C(=O)NCC2CCOCC2)Cc2c(-c3cccc(C(F)(F)F)c3)ccnc2O1 (stereo unspecified)
- GalR3 antag: 0
CCOC(=O)[C@]12CCCC=C1N(Cc1ccccc1)C(=O)[C@H](CC(=O)NCc1cccc(C(F)(F)F)c1)C2
- GalR3 antag: -7

(more compounds)
SMILES | GalR3 antag
O=C(NCCO)/C(=C\c1cccc([N+](=O)[O-])c1)NC(=O)c1cccs1 | -6
Fc1cccc(Cc2c(C3CCCCC3)nc3c4ccccc4ccn23)c1 | -5
CC(C)(C)c1ccccc1NC(=O)Nc1nc(C(N)c2ccccc2Cl)cs1 (stereo unspecified) | -8
COc1ccc(CCNC(=O)c2ccc(F)c(S(=O)(=O)N3CCCCC3)c2)cc1 | -3
COc1ccc(S(=O)(=O)N2CCC(C(=O)N[C@@H](C)C(=O)N3CCCC3)CC2)cc1 | -1
CCCc1nc2c3ccccc3ccn2c1Cc1ccc(C)cc1 | -7
OC(c1ccc(F)c(F)c1)c1nc(-c2ccc(Cl)cc2)cs1 (stereo unspecified) | -5
O=C(O)c1cccc2c1C(=O)c1ccc(N3CCN(Cc4ccc5c(c4)OCO5)CC3)cc1S2(=O)=O | -3
COc1ccc(C=C2SC(=S)NC2=O)c(OC)c1OC | -2
Cc1cc(CCNC=O)c(C)c2c1sc1ccccc12 | -6
O=C(COC(=O)c1cc(=O)c2ccccc2o1)NCc1ccc(Cl)cc1 | -2
CC1OC(CCc2cccc(Cl)c2)Cc2[nH][nH]c(=O)c21 (stereo unspecified) | -8

Reprinted at random: six entries already listed.
SMILES | GalR3 antag
Fc1cccc(Cc2c(C3CCCCC3)nc3c4ccccc4ccn23)c1 | -5
CC(C)(C)c1ccccc1NC(=O)Nc1nc(C(N)c2ccccc2Cl)cs1 (stereo unspecified) | -8
COc1ccc(C=C2SC(=S)NC2=O)c(OC)c1OC | -2
COc1ccc(CCNC(=O)c2ccc(F)c(S(=O)(=O)N3CCCCC3)c2)cc1 | -3
Cc1cc(CCNC=O)c(C)c2c1sc1ccccc12 | -6
COc1ccc(S(=O)(=O)N2CCC(C(=O)N[C@@H](C)C(=O)N3CCCC3)CC2)cc1 | -1

(further entries)
SMILES | GalR3 antag
O=C(Oc1cccc2c(O)cccc12)c1ccco1 | -8
Cc1ccc(S(=O)(=O)Nc2ccc(Cl)cc2O)cc1 | -3
O=C(c1cnc(Cc2c[nH]c3ccccc23)c(I)c1)N1CCCCC1 | -6
CC1(C(=O)NS(=O)(=O)c2cccc(F)c2)CCN1C(=O)C/C=C/c1ccccc1 (stereo unspecified) | 0
C#CCNC(=O)C[C@@H]1C[C@@]2(C(=O)OC)CCCCC=C2N(CCCCCCCC)C1=O | -2
COC1=C(Nc2ccccc2)C(=O)C(OC)=C(Nc2ccccc2)C1=O | -4
COc1ccc(S(=O)(=O)Nc2ccc3c(c2)C(=O)N([C@@H](C)CO)C[C@@H](C)[C@H](CN(C)S(=O)(=O)c2ccc(F)cc2)OCCCC[C@H](C)O3)cc1 | -5
O=C(NCc1cccs1)c1cccc2c(-c3cccnc3)coc12 | 7
CC(C)(C)c1ccc(S(=O)(=O)Nc2ccc(C(O)(C(F)(F)F)C(F)(F)F)cc2)cc1 | -6
N#Cc1ccc(NC(=O)COC(=O)c2cccc(S(=O)(=O)N3CCCC3)c2)cc1 | 1
CCOC(=O)C1=CCN(S(=O)(=O)c2ccc(C)cc2)C1c1cccc2ccccc12 (stereo unspecified) | -8
Cc1ccc(C([O-])=C(C(=S)NCc2ccccc2)[n+]2cccc(CO)c2)cc1[N+](=O)[O-] | 2
CCn1c(C)cc(C(=O)COC(=O)CNC(=O)c2ccco2)c1C | -7
CC1(C)c2ccccc2-c2nc3ccccc3cc2C1N1CCOCC1 (stereo unspecified) | -2
CCn1c2ccccc2c2cc(/C=C(/C#N)C(N)=S)ccc21 | -1
NC(c1csc(Nc2cc(NCc3ccco3)ncn2)n1)c1ccccc1Cl (stereo unspecified) | 0
COc1ccc(C(OC(=O)c2ccco2)C(=O)NC(C)(C)C)cc1OC (stereo unspecified) | -7
